PGC1a acetyl inh – lowers PGC1a acetylation signal in U2OS cells; AlphaScreen anti-acetyl-lysine; with virally co-expressed GCN5 acetyltransferase; inhibition, % at 15.6 µM; 0.17% of 350,000 active; AID 651687;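 active = every replicate shows inhibition of at least 40%; inconclusive = mean inhibition at least 40% but some replicate below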;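 note: 0% = neutral control wells and 100% = positive control wells; some results beyond the cut were filed as inactive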
EWS-Fli inh – inhibitors of EWS/Fli oncoprotein transcriptional activity; A673 NR0B1-luciferase reporter, viability-normalised; 0.67% of 350,000 active; inhibition, % at 12.6 µM;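 active = mean inhibition of at least 50% after viability correction, with every replicate also passing that limit; inconclusive = mean reaches 50% but only one of two replicates passes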;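 note: firefly luciferase signal divided by Alamar Blue viability fluorescence both relative to DMSO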
ERAP1 HTS inh – inhibitors of human ERAP1 aminopeptidase; Q9NZ08; recombinant ERAP1, Leu-AMC fluorescence, 60 min; inhibition, % at 10.7 µM; 0.15% of 340,000 active;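 active = mean replicate inhibition of at least 30%, or all replicates individually reaching that 30% level; inactive = mean below 30% and not every replicate reaching it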;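 note: 0% = neutral control wells and 100% = L-leucinethiol positive control wells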
S100A4 inh HTS – blocks human S100A4 binding to myosin IIA peptide; S100A4/TAMRA-MyoIIA peptide fluorescence polarization; inhibition, % at 10.7 µM; 0.14% of 360,000 active;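 active = mean inhibition of at least 70% across replicates, with every replicate also reaching that level; inconclusive = mean inhibition reaches 70% but some replicates fall short; inactive = mean inhibition below 70%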
Target sequence (P26447 whole entry, looked up): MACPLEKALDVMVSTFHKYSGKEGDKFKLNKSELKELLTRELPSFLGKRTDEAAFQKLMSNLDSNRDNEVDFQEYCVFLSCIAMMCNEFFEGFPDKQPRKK
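incubation = readout 5 min after mixing, signal stable up to 60 min | system = S100A4 monomer protein | buffer or medium = HEPES pH 7.2 with CaCl2, KCl, NaCl, DTT, Triton | benchmarks = neutral control DMSO, positive control TFP | also added = fluorescent myosin IIA peptide, 5 nM | compound dosing = one concentration per compound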
LGR2 inh – inhibitors of bursicon-induced Drosophila LGR2 receptor cAMP signaling | HEK293 LGR2, CRE-luciferase, bursicon-stimulated, 4 h | inhibition, % at 9.99 µM | 0.35% of 380,000 active;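 active = drop in luminescence signal, shown as inhibition above about 50% in the replicate tests, limit read from the data, passing the limit was not always enough; inconclusive = probably only some replicates passing the limit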;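 note: agonist challenge used bursicon conditioned medium at about half maximal strength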
FN deposit inh – fibronectin deposition inhibition | AH1F fibroblasts, Alexa488-fibronectin deposition fluorescence, overnight | inhibition, % at 12.6 µM | 0.086% of 350,000 active;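 active = mean inhibition across replicates of 30% or more, regardless of how many single replicates reach that level; inconclusive = mean under 30% yet at least half of replicates reach 30%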;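 note: positive control wells lacked labelled fibronectin entirely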
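test system = AH1F fibroblasts assembling fluorescent fibronectin matrix | quantity = 10000 AH1F cells per well | buffer or medium = DMEM plus 2% serum, read in PBS | doses = single dose, pinned | incubation = 1 h cell attachment, overnight exposure to compound and label | detection = fluorescence at 485 nm excitation, 525 nm emission | read-out basis = inhibition from reduced deposited-fibronectin fluorescence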
PglD DTNB – inhibitors of Campylobacter jejuni PglD acetyltransferase. purified PglD enzyme, DTNB colorimetric CoA detection. inhibition, % at 12.5 µM. 0.098% of 360,000 active; in the data active = inhibition above about 16%, passing the limit was not always enough; inconclusive = no clear call, values can overlap the other calls; note: strong numbers were not always called active
PAX8 inh HTS – lowers PAX8-driven luciferase in RMG-I cells. AID 652154. inhibition, % at 12.6 µM. RMG-I TPO-luciferase reporter, SteadyGlo, 24 h. 1.2% of 360,000 active;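 active = mean replicate inhibition at least 60% with every replicate also reaching 60%; inconclusive = only one of the two criteria is met; inactive = mean below 60% and not all replicates reaching 60%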;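 note: luciferase light reporting Pax8 driven TPO promoter activity; plate controls were median of neutral control wells for no effect and mitoxantrone controls for full effect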
An asterisk follows results filed as active; ? = inconclusive; . = no result given. Not a hit list, and some 2.1% of all compounds hit somewhere here.

Results follow in this order: PGC1a acetyl inh	EWS-Fli inh	ERAP1 HTS inh	S100A4 inh HTS	LGR2 inh	FN deposit inh	PglD DTNB	PAX8 inh HTS
#1 O=C(NCC1CCN(S(=O)(=O)c2ccccc2)CC1)Nc1ccc(F)cc1
    .	7	-4	-3	5	3	.	22
#2 COc1cccc(N2CCN(C(=O)c3ccc(CS(=O)c4ccccc4C)o3)CC2)c1 (stereo unspecified)
    .	58*	0	-3	-2	-15	1	?
#3 Fc1ccccc1NC(=S)Nc1cccc2cnccc12
    .	-3	-3	-4	-9	.	.	6
#4 Brc1ccc(/C=C/C=N/Nc2nc3ccccc3s2)cc1
    8	.	.	.	-70	-5	-5	.
#5 COc1cc(NC(=O)CCc2c(C)[nH]c(=O)c(C#N)c2C)cc(OC)c1
    -3	-7	-1	-6	-22	-2	2	22
#6 CCOC(=O)C1(CC)Oc2ccccc2C(c2ccc(OC)cc2)=C1C(=O)OC (stereo unspecified)
    0	6	1	2	2	1	-3	18
#7 COc1ccc(S(=O)(=O)N2CCC3(CC2)OCCN3S(=O)(=O)c2ccc(C)cc2)cc1OC
    -18	5	0	-6	-17	-12	-1	14
#8 CSCCC(NC(=O)C12CC3CC(CC(C3)C1)C2)C(=O)OCC(=O)c1ccc(C)cc1 (stereo unspecified)
    .	4	-2	-1	2	1	.	-19
#9 CS(=O)(=O)Nc1ccc2c(c1)[C@@H]1C[C@H](CC(=O)NCc3ccccn3)O[C@H](CO)[C@@H]1O2
    -3	-3	-1	10	-15	.	3	-14
#10 COc1ccc(-c2cnc3c(c2)C(=O)N([C@H](C)CO)C[C@H](C)[C@H](CN(C)Cc2ccccn2)O3)cc1
    1	-7	-1	1	-9	5	2	.
#11 C[C@@H]1CN([C@@H](C)CO)C(=O)c2cc(NS(=O)(=O)c3ccccc3)ccc2O[C@@H](C)CCCCO[C@@H]1CN(C)Cc1ccc(C(=O)O)cc1
    10	-10	.	.	-7	6	-1	-7
#12 CCOP(=O)(OCC)C(NC(=O)c1cccs1)C(F)(F)F (stereo unspecified)
    .	13	5	4	.	2	.	-5
#13 CNC[C@@H]1Oc2ccc(NC(=O)CCC(F)(F)F)cc2C(=O)N([C@@H](C)CO)C[C@H]1C
    -5	10	0	-29	-21	3	7	-15
#14 CCOC(=O)N1CCN(C(=O)C[C@@H]2C[C@@]3(C(=O)OCC)CCC=C3N(Cc3cccc4ccccc34)C2=O)CC1
    .	8	.	-5	-3	-4	.	-4
#15 COc1ccc(OC)c(NC(=O)C2(C)CCN2CCOc2ccccc2)c1 (stereo unspecified)
    -25	22	0	2	16	10	2	21
#16 N#Cc1nc(COc2ccccc2Cl)oc1NCc1ccc(F)cc1
    -11	7	2	-4	0	.	-1	.
#17 CCOc1ccc(S(=O)(=O)Nc2ccc(C(=O)NCC3CCCO3)cc2)cc1 (stereo unspecified)
    -1	12	4	-1	5	2	-5	14
#18 CCOc1ccccc1Nc1cc(C)nc2nc(C)nn12
    14	3	3	-3	-15	-6	-7	-3
#19 COc1ccc2c3c(n(C)c2c1)[C@@H](CO)N(S(=O)(=O)c1ccc(C)cc1)CC31CN(C(=O)c2ccccn2)C1
    8	-12	.	-4	-4	-4	.	5
#20 O=C(NCC1CC1)[C@@H]1[C@@H](CO)[C@@H]2Cn3c(ccc(C4=CCCC4)c3=O)[C@@H]2N1C(=O)C1CC1
    .	2	0	1	2	-16	1	3
#21 COc1ccccc1NC(=O)c1sc2nc(N3CCOCC3)c3c(c2c1N)CCCC3
    .	.	1	-3	-3	11	-2	-11
#22 CCC(CC)C(=O)N(C)c1c(C)nc2c(OCc3ccccc3OC)cccn12
    3	3	1	6	-11	3	0	21
#23 Cc1ccc(S(=O)(=O)Nc2cccc(C(=O)N3CCC(C(N)=O)CC3)c2)cc1
    1	3	1	-6	-1	7	-5	-10
#24 CCC(=O)Nc1ccc2c(c1)C(=O)N(C)C[C@@H](OC)[C@H](C)CN(C(=O)C1CCC1)[C@@H](C)CO2
    0	9	.	.	-31	2	.	.
#25 Cc1nc(N2N=C3/C(=C/c4ccc(F)cc4)CCCC3C2c2ccc(F)cc2)sc1C(=O)N(C)C (stereo unspecified)
    4	.	.	.	12	1	-3	.
#26 CCc1nnc(NC(=O)c2cccnc2SC)s1
    .	-2	-3	45	-9	12	.	-3
#27 O=C(C[n+]1ccccc1)Nc1ccccc1C(F)(F)F
    -8	-27	13	2	14	-5	-5	-8
#28 COc1cccc(N2CCN(Cc3cccnc3)CC2)c1
    -2	.	.	.	-14	10	3	.
#29 O=C(C1CCCCC1)N1CC(=O)N2[C@H](CO)[C@@H](c3ccc(Br)cc3)[C@H]2C1
    1	-3	-1	-1	-8	-2	.	-11
#30 Cn1c(=O)oc2cc(S(=O)(=O)NC3CCCc4ccccc43)ccc21 (stereo unspecified)
    -11	9	-5	-2	-2	5	1	17
#31 CC(C)NC(=O)Nc1cccc2c1O[C@H](CN(C)Cc1ccc(Cl)c(Cl)c1)[C@H](C)CN([C@@H](C)CO)C2=O
    0	.	0	0	0	.	7	15
#32 Cc1cccc(OCCCN2CCOCC2)c1C
    .	0	14	-1	-3	-2	2	-15
#33 CC1CC(C)CN(C(=O)c2ccc(-c3ccc([N+](=O)[O-])cc3)o2)C1 (stereo unspecified)
    0	-55	-1	3	6	-3	-5	-80
#34 CC(C)NC(=O)N(C)C[C@H]1Oc2c(NC(=O)C3CCOCC3)cccc2C(=O)N([C@H](C)CO)C[C@H]1C
    9	-3	2	3	1	.	0	1
#35 O=C1NC(NS(=O)(=O)c2ccccc2)(C(F)(F)F)C(=O)N1CCc1ccccc1 (stereo unspecified)
    1	16	0	-13	11	4	-2	-10
#36 CCn1c(SCC(=O)Nc2oc(C)c3c(C)n[nH]c(=O)c23)nnc1-c1ccco1
    .	-2	0	1	-5	.	.	0
#37 CCN(CC)C(=O)Cn1cc(S(=O)(=O)CC(=O)Nc2ccc(F)cc2F)c2ccccc21
    13	-1	2	4	7	8	3	-11
#38 CC1CC(C)CN(C(=O)COC(=O)CN2C(=O)c3ccccc3C2=O)C1 (stereo unspecified)
    -3	4	1	0	5	-3	1	-2
#39 NS(=O)(=O)c1cccc(NC(=O)COC(=O)COc2ccc3ccccc3c2)c1
    .	4	-1	-6	-16	15	.	6
#40 CO[C@H](CN(C)C(=O)c1ccccc1F)[C@@H](C)CN([C@H](C)CO)S(=O)(=O)c1ccc(F)cc1
    -5	2	-1	2	5	-1	2	.
#41 COCC(=O)Nc1ccc2c(c1)C(=O)N(C)C[C@H](OC)[C@@H](C)CN(C(C)=O)[C@@H](C)CO2
    1	15	-4	41	4	.	-1	.
#42 Cc1cc(NC(=O)c2cccc(F)c2)ncc1NC(=O)c1ccco1
    -8	.	.	.	.	-12	0	-114
#43 Cc1noc(C)c1NC(=O)Nc1ccc2c(c1)C(=O)N([C@@H](C)CO)C[C@H](C)[C@@H](CN(C)Cc1ccncc1)O2
    6	2	0	15	8	.	15	-5
#44 Cc1cccc(N2CCN(Cc3ccoc3)CC2)c1C
    -31	5	2	3	-5	.	.	.
#45 Cc1cccc(N2CCN(Cc3ccc([N+](=O)[O-])o3)CC2)c1C
    -13	7	2	-10	6	-2	-2	-1
#46 COc1ccc2nc(C)cc(Nc3ccc(C)cc3)c2c1
    0	-17	1	0	-13	5	2	-5
#47 COc1ccc(S(=O)(=O)NCCSCc2ccco2)cc1C
    .	10	-4	-8	-1	.	.	.
#48 Cc1cccc(N2CCN(S(=O)(=O)c3ccc(Cl)nc3)CC2C)c1 (stereo unspecified)
    1	4	2	2	-11	.	.	11
#49 C[C@H](CO)N1C[C@H](C)[C@@H](CN(C)C(=O)Nc2ccc(C(F)(F)F)cc2)OCCCC[C@H](C)Oc2ccc(NS(=O)(=O)c3cn(C)cn3)cc2C1=O
    6	-9	2	-4	3	-5	-1	0
#50 CNC(=O)C[C@H]1CC[C@H]2[C@H](COc3ccc(NC(=O)c4ccc(F)c(F)c4)cc3C(=O)N2C)O1
    -1	1	1	1	2	-7	-1	-5
#51 Cc1cc(C)cc(NC(=O)Nc2cccc(S(N)(=O)=O)c2)c1
    3	7	-9	-1	-7	7	1	19
#52 C=CCn1c(SCC(=O)Nc2ccc(C(=O)O)cc2)nc2sc(C)c(C)c2c1=O
    -7	7	-4	-14	-15	0	-2	-9
#53 CCC(Sc1nc2ncccc2[nH]1)C(=O)NC1CCC(C)CC1 (stereo unspecified)
    3	-3	-1	0	11	18	-5	-7

An excerpt of the results above, as a working copy:
Results follow in this order: PGC1a acetyl inh	EWS-Fli inh	ERAP1 HTS inh	S100A4 inh HTS	LGR2 inh	FN deposit inh	PglD DTNB	PAX8 inh HTS
#41 COCC(=O)Nc1ccc2c(c1)C(=O)N(C)C[C@H](OC)[C@@H](C)CN(C(C)=O)[C@@H](C)CO2
    1	15	-4	41	4	.	-1	.
#42 Cc1cc(NC(=O)c2cccc(F)c2)ncc1NC(=O)c1ccco1
    -8	.	.	.	.	-12	0	-114
#43 Cc1noc(C)c1NC(=O)Nc1ccc2c(c1)C(=O)N([C@@H](C)CO)C[C@H](C)[C@@H](CN(C)Cc1ccncc1)O2
    6	2	0	15	8	.	15	-5
#44 Cc1cccc(N2CCN(Cc3ccoc3)CC2)c1C
    -31	5	2	3	-5	.	.	.
#45 Cc1cccc(N2CCN(Cc3ccc([N+](=O)[O-])o3)CC2)c1C
    -13	7	2	-10	6	-2	-2	-1
#46 COc1ccc2nc(C)cc(Nc3ccc(C)cc3)c2c1
    0	-17	1	0	-13	5	2	-5
#47 COc1ccc(S(=O)(=O)NCCSCc2ccco2)cc1C
    .	10	-4	-8	-1	.	.	.
#48 Cc1cccc(N2CCN(S(=O)(=O)c3ccc(Cl)nc3)CC2C)c1 (stereo unspecified)
    1	4	2	2	-11	.	.	11
#49 C[C@H](CO)N1C[C@H](C)[C@@H](CN(C)C(=O)Nc2ccc(C(F)(F)F)cc2)OCCCC[C@H](C)Oc2ccc(NS(=O)(=O)c3cn(C)cn3)cc2C1=O
    6	-9	2	-4	3	-5	-1	0

Screening data from PubChem.
